Screening data deposited in PubChem by several laboratories.
HCV NS3 hel inh: inhibitors of Hepatitis C virus NS3 helicase; inhibition, % at 10.9 µM; 0.56% of 290,000 active; AID 1800; NS3 helicase DNA unwinding, Cy5 molecular beacon fluorescence;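 active = inhibition above the mean of all tested compounds plus 3 SD, set per campaign, cut at about 35% in these data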;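 also: 0% = DMSO wells and 100% = thioflavine S control wells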
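System: Hepatitis C virus NS3 helicase domain fragment enzyme | Reagent: Annealed dual-labelled DNA beacon duplex, ATP-started | Compound dosing: 10.9 µM single point, 0.8% DMSO | Incubation: 1 h reaction at 25 °C, ATP-initiated | Technique: Cy5 fluorescence | Evaluation: Percent inhibition from t60/t0 fluorescence ratio | Benchmarks: Low DMSO, high thioflavine S at 110 µM | Replication: Singlicate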
CRFR2-BP antag: blocks CRF-induced signaling of the CRF-BP/CRF-R2 complex | HEK293 CRF-R2/CRF-BP, CRF-induced calcium fluorescence | inhibition, % at 11.8 µM | 0.59% of 350,000 active;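 active = inhibition of the ligand-induced calcium signal above about 50% at the single tested concentration, limit read from the data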
IDE inh: inhibitors of human insulin-degrading enzyme in cells; AID 434962; inhibition, % at 5.59 µM; HEK cells, FAbetaB cleavage, fluorescence polarization; P14735; 0.41% of 320,000 active;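 active = percent inhibition above the average of all tested compounds plus 3 SD, set per screening campaign, cut at about 16% in these data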;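 also: IDE supplied by intact live HEK cells; FP after avidin binding of uncleaved biotin substrate so inhibition keeps polarization high; 0% = DMSO wells and 100% = 60 µM reference IDE inhibitor Ii1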
VIM-2 inhibitor: inhibitors of Pseudomonas aeruginosa VIM-2 metallo-beta-lactamase; purified VIM-2, nitrocefin hydrolysis, epi-absorbance fluorescence; inhibition, % at 5.6 µM; 0.89% of 290,000 active; AID 1527;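 active = inhibition above the mean of all tested compounds plus 3 SD, cutoff set per screening run, cut at about 7.5% in these data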;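 also: red hydrolysis product quenches plate fluorescence so inhibitors raise well fluorescence; 0% = enzyme with DMSO and 100% = DMSO without enzyme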
UBC9 SUMO inh: blocks human SUMOylation mediated by UBC9 | HTRF SUMOylation assay, SAE1/SAE2 + UBC9, in vitro | 0.36% of 290,000 active | inhibition, % at 35 µM; in the data active = inhibition above about 50%, passing the limit was not always enough; also: strong numbers were not always called active
Target sequence (P63279 whole entry, looked up): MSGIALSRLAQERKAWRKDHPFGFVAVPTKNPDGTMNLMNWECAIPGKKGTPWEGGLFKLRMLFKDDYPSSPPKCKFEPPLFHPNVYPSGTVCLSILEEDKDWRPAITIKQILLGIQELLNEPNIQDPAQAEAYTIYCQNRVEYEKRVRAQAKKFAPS
GalR3 antagonist: antagonists of human GalR3; inhibition, % at 3 µM; HEK293 GalR3-CNG cAMP membrane potential fluorescence; galR3 body fused to GalR1 C-terminus; 0.44% of 360,000 active;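 active = inhibition above the screen-wide average plus 3 SD, cut at about 13% in these data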;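 also: forskolin and galanin both at EC90 stimulate the cells; cAMP rise reported by CNG channel membrane potential dye signal; 0% = forskolin plus galanin with DMSO and 100% = forskolin alone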
Target sequence (O60755 1-299 limits assumed): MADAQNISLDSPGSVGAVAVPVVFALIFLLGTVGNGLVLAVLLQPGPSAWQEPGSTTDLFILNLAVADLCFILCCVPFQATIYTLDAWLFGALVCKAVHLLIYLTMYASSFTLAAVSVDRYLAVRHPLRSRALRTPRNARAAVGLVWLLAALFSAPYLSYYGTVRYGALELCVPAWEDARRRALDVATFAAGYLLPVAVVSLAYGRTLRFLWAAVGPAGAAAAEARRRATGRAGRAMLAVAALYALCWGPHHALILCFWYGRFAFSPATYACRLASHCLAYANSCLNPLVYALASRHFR
IMP-1 inh: inhibitors of Pseudomonas aeruginosa IMP-1 metallo-beta-lactamase | purified IMP-1, nitrocefin hydrolysis, epi-absorbance fluorescence | inhibition, % at 5.6 µM | 0.45% of 290,000 active;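 active = inhibition above the mean plus 3 SD of all compounds in the same screening run, cut at about 4.5% in these data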;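 also: 0% = IMP-1 with DMSO and 100% = DMSO wells lacking enzyme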
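assay system = purified recombinant IMP-1 metallo-beta-lactamase enzyme | schedule = 15 min preincubation plus 25 min reaction at 25 °C | signal = Epi-absorbance fluorescence, 480 nm excitation, 530 nm emission | read-out basis = percent inhibition from optical density relative to buffer-blank wells | controls = IMP-1 with DMSO as 0%, enzyme-free DMSO as 100%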
p-CIP stab down: lowers stability of the mouse p/CIP coactivator protein. Q05BA5. F442A p/CIP-EGFP cells, EGFP fluorescence, 16 h. decrease of EGFP signal, % at 10 µM. 0.01% of 290,000 active;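 active = EGFP signal decrease of at least 30% at 10 µM or well 3 SD below plate mean, unless failing retest; inactive = the rest, including hits failing retest or dose response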; also: some compounds called inactive have numbers as strong as hits; many of its hits are not listed in these tables
IDE act: boosts human insulin-degrading enzyme activity in HEK cells. FAbeta-B cleavage, fluorescence polarization; 0% vehicle, 100% cell-free pure enzyme wells. 0.073% of 340,000 active. activation, % at 5.96 µM. P14735;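 active = activation above the mean of all tested compounds plus 3 SD, set per screening campaign, cut at about 17% in these data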
Numbers without * were called inactive; · = not tested or not shown.

Sample of the layout:
SMILES | HCV NS3 hel inh | CRFR2-BP antag | IDE inh | VIM-2 inhibitor | UBC9 SUMO inh | GalR3 antagonist | IMP-1 inh | p-CIP stab down | IDE act
COCCCn1c(C)c(C(C)=O)cc(NC(=O)c2ccccc2)c1=O | -7 | 9 | -2 | 1.6 | -7 | -5 | -3.0 | 14 | 2
CCCc1[nH]n(-c2ccc([N+](=O)[O-])cc2)c(=O)c1C=NCCN1CCNCC1 | 3 | · | 1 | 0.7 | -7 | · | -1.4 | 6 | ·

The whole of this part, previewed entries included:
SMILES | HCV NS3 hel inh | CRFR2-BP antag | IDE inh | VIM-2 inhibitor | UBC9 SUMO inh | GalR3 antagonist | IMP-1 inh | p-CIP stab down | IDE act
COCCCn1c(C)c(C(C)=O)cc(NC(=O)c2ccccc2)c1=O | -7 | 9 | -2 | 1.6 | -7 | -5 | -3.0 | 14 | 2
CCCc1[nH]n(-c2ccc([N+](=O)[O-])cc2)c(=O)c1C=NCCN1CCNCC1 | 3 | · | 1 | 0.7 | -7 | · | -1.4 | 6 | ·
COc1ccc(CCNC(=O)COC(=O)c2ncc(Cl)c(Cl)c2Cl)cc1OC | · | 0 | 11 | · | · | -7 | · | · | -1
OCCN(CCO)CC(O)Cn1c2ccccc2c2ccccc21 (stereo unspecified) | -14 | -17 | -3 | -0.7 | -3 | -1 | -4.6 | 8 | 4
CCCOc1ccc(C(=O)NNC(=O)c2cccc(S(=O)(=O)N3CCN(C(C)=O)CC3)c2)cc1OC | · | 23 | -1 | · | · | 2 | · | · | 4
Cc1ccc(S(=O)(=O)CC(=O)NC(C)(C)C)cc1 | 2 | -12 | 2 | -0.9 | -3 | -3 | -1.9 | -1 | 3
O=C(CCl)NCCNC(=O)c1cc(OCC(F)(F)F)ccc1OCC(F)(F)F | -8 | 3 | -1 | -3.2 | 1 | -3 | -1.6 | -5 | ·
COc1ccc(N(CC(=O)Nc2cc(C)ccc2C)S(=O)(=O)c2c(C)[nH]c(=O)[nH]c2=O)cc1 | 9 | 5 | -4 | -3.5 | · | -7 | -1.7 | 10 | 7
O=C(N/N=C/c1ccco1)C1CC(=O)N(c2ccccc2)C1 (stereo unspecified) | 0 | 3 | -7 | -2.0 | 12 | -2 | -0.5 | -7 | 0
CCn1cnc2cc(NCc3ccc(Cl)cc3)ccc21 | -18 | -33 | 0 | -3.6 | 7 | -8 | -1.8 | -2 | 2
COc1ccc([N+](=O)[O-])cc1NC(=O)COC(=O)c1ccc(O)cc1 | -4 | 7 | -2 | -0.3 | 17 | -4 | -2.8 | 1 | 3
Cc1ccc(S(=O)(=O)N2C(=S)SCC2(C)C)cc1 | -1 | · | · | -1.3 | -16 | · | 5.4* | -3 | ·
S=C(c1ccccc1)N(c1ccccc1)c1ccccc1 | -3 | 19 | 1 | -0.6 | 20 | -7 | -1.7 | -15 | -8
O=C(NCc1ccccc1)N[C@@H](Cc1ccccc1)C(=O)O | -1 | -15 | 5 | -1.6 | 1 | -3 | -1.4 | -8 | 4
O=C(Nc1ccccc1)n1ccc(-c2ccc(-n3ccnc3)cc2)n1 | 5 | · | 1 | -0.8 | 14 | -2 | -4.2 | 11 | ·
CCc1cc(=O)oc2cc(OC(C)C(=O)NCCCn3ccnc3)ccc12 (stereo unspecified) | 13 | -2 | 0 | -0.3 | 10 | 3 | -1.2 | 2 | 6
CCOc1cc(CNC2CCCC2)ccc1OCc1ccccc1Cl | -29 | -19 | 1 | -1.4 | 3 | -11 | -2.4 | -2 | 8
CCCCN(CC)c1nc(-c2ccncc2)nc2ccccc12 | -3 | -29 | 8 | -0.8 | 5 | -2 | -3.5 | -10 | 4
CC1(C)Cc2c(ccc3ccccc23)/C(=C/C(=O)N2CCCCC2)N1 | -20 | 2 | -7 | -1.7 | -2 | -1 | -2.1 | -7 | 1
Cc1ccccc1N(CC(=O)NCc1ccccc1)C(=O)CCC(=O)Nc1nccs1 | 0 | -16 | 2 | -0.2 | 24 | -8 | -1.5 | 9 | 6
COc1ccc(-n2nc(C(=O)NCC(=O)N3CCN(Cc4ccc5c(c4)OCO5)CC3)c3ccccc3c2=O)cc1OC | -5 | -4 | 4 | 0.9 | 17 | 1 | -3.2 | 4 | 5
COC(=O)c1ccccc1NC(=O)COC(=O)C1CCCCC1 | 2 | 2 | -2 | -0.5 | 15 | 3 | -2.8 | -13 | 9
CCn1c(C)nc2cc(C(=O)N/N=C(\C)c3ccccc3O)ccc21 | -4 | 0 | 3 | -6.4 | -2 | -5 | -3.7 | 8 | 6
COc1cc(Cl)ccc1OCc1cc(C(=O)NC(C)Cc2cnccn2)no1 (stereo unspecified) | -10 | -5 | -4 | -0.2 | 13 | -3 | -1.2 | -4 | -1
Cc1nn(Cc2ccccc2)c(Cl)c1/C=C/C(=O)OCC(=O)N1CCCC1=O | 4 | -3 | -1 | -1.5 | -16 | 3 | -2.1 | 5 | 1
O=S(=O)(c1ccccc1)N1N=C(c2cccs2)CC1c1ccc(Br)cc1 (stereo unspecified) | -2 | -7 | 4 | -4.0 | -17 | -5 | -0.7 | -7 | 2
Cc1nn(-c2ccccc2)c(C)c1C(=O)Oc1ccccc1 | -5 | 13 | -2 | -2.6 | -10 | -7 | -3.0 | 2 | -2
Cn1c(NC(=O)CCC2CCCCC2)cc(=O)n(C)c1=O | 6 | 2 | -2 | -3.1 | 0 | 2 | -3.5 | 18 | 3
Cc1cc(N2CCN(C(=O)/C=C/C(=O)O)CC2)c2ccccc2n1 | 18 | -11 | 2 | 0.6 | -7 | -13 | -1.1 | 6 | 2
COc1ccc(C(C)=O)cc1COC(=O)CCC(=O)N(CC(C)C)c1c(N)n(CC(C)C)c(=O)[nH]c1=O | · | -2 | -3 | · | · | -1 | · | · | 5
O=C(Nc1ccc(Oc2ccccc2)cc1)C1CCCO1 (stereo unspecified) | 3 | 14 | 7 | 0.8 | -2 | -5 | -2.0 | -13 | -1
COc1ccccc1C(=O)N1CCN(CCNC(=O)C(=O)Nc2ccc(Br)c(C)c2)CC1 | -15 | 9 | -4 | -0.9 | 4 | -3 | -0.7 | -4 | 2
COc1cccc(N2CCN(S(=O)(=O)c3c(C)[nH]c(C)c3C(=O)N3CCCCC3)CC2)c1 | -7 | -3 | 3 | -0.6 | 4 | -6 | -0.7 | 1 | 3
O=C(CCc1n[nH]c(=O)[nH]c1=O)N/N=C/c1ccco1 | -7 | -1 | 1 | -5.0 | 6 | -2 | -3.9 | 3 | 3
CC(C)c1nnc(NC(=O)c2c(O)c3cccc4c3n(c2=O)CCC4)s1 | 0 | -13 | 3 | -1.6 | 18 | -1 | -2.0 | -25 | 9
COc1ccc(CNC(=O)Cn2ccc([N+](=O)[O-])n2)cc1OC | -3 | -7 | -5 | -0.5 | 16 | -12 | -0.4 | -9 | -2
Cc1noc(NS(=O)(=O)c2ccc(NC(=O)CSc3n[nH]c(-c4ccccc4)n3)cc2)c1C | 3 | -3 | 4 | -3.9 | -12 | 4 | -3.5 | 5 | 5
COc1ccccc1/C=C(/C(=O)OCC(=O)Nc1ccccc1C)c1ccccc1 | 2 | 4 | -1 | -5.0 | -2 | -3 | -3.6 | -15 | 3
O=C(CSCCNS(=O)(=O)c1ccccc1)Nc1ccccc1 | 2 | 11 | -4 | -1.9 | -2 | 2 | -4.8 | 4 | 5
CCC(=O)n1nc(NCc2ccc(OC)c(OC)c2)nc1NCc1ccc(OC)c(OC)c1 | -13 | -10 | 2 | -5.2 | 6 | 0 | -11 | -2 | 1
Nc1n[nH]c(S(=O)(=O)CCCc2ccccc2)n1 | -8 | 2 | -2 | -2.6 | -8 | -3 | -2.8 | -24 | 2
CCOC(=O)C(CC)Sc1ccc2nnc(-c3cccnc3)n2n1 (stereo unspecified) | 5 | 9 | 6 | 1.0 | 10 | 0 | -2.7 | -4 | -4
CC(=O)c1c(C)n(CCO)c2ccc(O)cc12 | -1 | 6 | 10 | -1.1 | 11 | -2 | 1.3 | -5 | 4
CCOc1ccc(NC(=O)CSc2nncc(=O)n2N)cc1 | 12 | 5 | 10 | -2.9 | -15 | 0 | -3.3 | -4 | 4
C/C(=N/NC(=O)CSc1ccccn1)c1ccc([N+](=O)[O-])cc1 | -9 | 1 | 3 | -1.6 | 8 | -2 | -1.5 | -11 | 6
CC12CC3CC(C1)CC(C(=O)NNC(=O)c1ccncc1)(C3)C2 | · | 4 | 2 | · | · | -3 | · | · | 1
CCOc1cc(C(=O)NCCN2CCOCC2)cc(OCC)c1OCC | -5 | -3 | -2 | -0.1 | 0 | -2 | 0.2 | -2 | 0
NNc1ncnc2c1cnn2-c1ccccc1 | -19 | -4 | 2 | -0.2 | 10 | -2 | -6.3 | 15 | 5
COc1ccc(S(=O)(=O)N2CN(CCc3ccc(OC)c(OC)c3)c3nc4ccccc4nc32)cc1 | -9 | 18 | -5 | -2.4 | 7 | -5 | -2.3 | -12 | 2
COc1ccc(S(=O)(=O)Nc2cc([N+](=O)[O-])ccc2OC)cc1 | 0 | 8 | 1 | -2.0 | 9 | 0 | -3.4 | -4 | 3
Going on with the list:
SMILES | HCV NS3 hel inh | CRFR2-BP antag | IDE inh | VIM-2 inhibitor | UBC9 SUMO inh | GalR3 antagonist | IMP-1 inh | p-CIP stab down | IDE act
O=C(COC(=O)Cn1cnc2ccccc21)Nc1ccc(F)c(F)c1 | · | -6 | 0 | · | · | -4 | · | · | -4
Cc1cc(C)c(NC(=O)C2CC(=O)N(Cc3ccccc3)C2)c(C)c1 (stereo unspecified) | -7 | -13 | 3 | 0.6 | 13 | -4 | -1.0 | 10 | 6
O=C(CCN1C(=O)/C(=C\c2ccccc2Cl)SC1=S)N1CCN(c2ccccc2)CC1 | 1 | 0 | -1 | -1.8 | 8 | 3 | 0.0 | -6 | 5
CC(=O)Nc1ccc(S(=O)(=O)N(C#N)c2nc(C)cc(C)n2)cc1 | 11 | 1 | -1 | 3.8 | 1 | -3 | -0.1 | 1 | 5
COc1ccccc1N(C)S(=O)(=O)c1ccc(C(=O)N(CC(N)=O)C(C)C)cc1 | 2 | 3 | 5 | -3.5 | 5 | 1 | -4.7 | -5 | 5
Cc1ccc(S(=O)(=O)N2CCOCC2)cc1C(=O)NCc1ccc2c(c1)OCO2 | -1 | -2 | 0 | -1.0 | -2 | 0 | -0.2 | 0 | 1
CCCCNC(=O)C1CC(c2cccc([N+](=O)[O-])c2)=NO1 (stereo unspecified) | -2 | 4 | 2 | -1.8 | 23 | -5 | -1.0 | 0 | -5
CC(=O)Nc1ccc(C(=O)OCC(=O)N(c2ccccc2)C2CCCCC2)cc1 | · | 2 | -3 | · | · | -7 | · | · | 0
O=C(NCC1CCN(C(=O)c2c(F)c(F)c(F)c(F)c2F)CC1)c1c(F)c(F)c(F)c(F)c1F | -4 | -1 | · | -2.0 | -3 | -3 | -2.0 | -12 | 4
Cc1cc2nc(C3CCN(Cc4nnnn4Cc4ccccc4)CC3)[nH]c2cc1C | -4 | -21 | 2 | -5.9 | 14 | -4 | -2.7 | -8 | -5
Cc1ccc(NC(=O)CO/N=C(\N)c2nonc2N)cc1C | -1 | 18 | -3 | -2.6 | -6 | -1 | -1.1 | 15 | 1
